Source: PubChem (several laboratories)
Furin inhibitor – human furin inhibition; actives 0.061% (n = 220,000); purified furin, fluorogenic substrate cleavage; P09958; inhibition, % at 30 µM; in the data active = inhibition above about 25%; note: inactives centre near -15
Target sequence (P09958 108-714 limits assumed): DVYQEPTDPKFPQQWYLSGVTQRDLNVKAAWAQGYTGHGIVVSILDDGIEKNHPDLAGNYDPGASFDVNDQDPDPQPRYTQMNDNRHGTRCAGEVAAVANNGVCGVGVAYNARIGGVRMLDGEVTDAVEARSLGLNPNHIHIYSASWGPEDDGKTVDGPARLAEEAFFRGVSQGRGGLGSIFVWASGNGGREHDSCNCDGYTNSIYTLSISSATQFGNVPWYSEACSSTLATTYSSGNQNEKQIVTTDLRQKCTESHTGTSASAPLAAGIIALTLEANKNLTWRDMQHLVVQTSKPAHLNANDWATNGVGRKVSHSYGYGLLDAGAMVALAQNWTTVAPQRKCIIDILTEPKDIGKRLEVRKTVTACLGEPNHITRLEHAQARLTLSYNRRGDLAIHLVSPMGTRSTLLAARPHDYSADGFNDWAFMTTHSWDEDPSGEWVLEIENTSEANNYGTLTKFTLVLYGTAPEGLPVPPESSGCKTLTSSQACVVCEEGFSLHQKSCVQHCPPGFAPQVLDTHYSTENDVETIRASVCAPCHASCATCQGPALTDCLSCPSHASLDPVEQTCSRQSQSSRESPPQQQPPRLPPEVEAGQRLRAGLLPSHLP
thrombin 1536 – inhibitors of human thrombin; P00734; alpha-thrombin, Boc-VPR-AMC fluorogenic substrate cleavage; inhibition, % at 5 µM; actives 0.26% (n = 220,000);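 active = inhibition at or above 40%; inactive = inhibition below 40%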;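 note: 0% = enzyme with no compound and 100% = wells without enzyme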
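Test system: human alpha-thrombin protein / Dosing: one concentration per compound, 5 µM, with 0.2% DMSO / Medium: pH 7.5 Tris-saline with Tween 20 / Benchmarks: no-compound enzyme wells and no-enzyme blanks / Read-out basis: percent inhibition of thrombin substrate cleavage / Timing: reaction at room temperature / Measured by: fluorescence, ex 355 nm, em 460 nm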
TRPN1 ag – zebrafish TRPN1 (NompC) channel agonism. actives 0.18% (n = 220,000). activation, % at 3 µM. HEK293 zebrafish TRPN1-YFP, Fluo-8 calcium fluorescence; 100% = response to 87 µM carbachol;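 active = activation above its plate's cutoff, the mean activation of test wells on that plate plus 3 SD, cut at about 19% in these data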;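 note: 0% = DMSO alone and 100% = 87 µM carbachol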
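System: zebrafish TRPN1-YFP in HEK293 cells / Dosing: 3 µM single point / Timing: dye loading 1 h at 37 °C, then 30 min room temperature / Signal: Fluo-8 calcium fluorescence, excitation 470-495 nm, emission 515-575 nm / Read-out basis: percent activation from peak over basal fluorescence ratio, control-normalized / Control set: high carbachol 87 µM, low DMSO alone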
EBV gp42 block – EBV gp42 inhibition; inhibition, % (tested at 21.74 µM); Fluorescence polarization binding assay, mP read-out; Q1HVG2; actives 0.42% (n = 220,000); in the data active = inhibition above about 50%
Target sequence (Q1HVG2 whole entry, looked up): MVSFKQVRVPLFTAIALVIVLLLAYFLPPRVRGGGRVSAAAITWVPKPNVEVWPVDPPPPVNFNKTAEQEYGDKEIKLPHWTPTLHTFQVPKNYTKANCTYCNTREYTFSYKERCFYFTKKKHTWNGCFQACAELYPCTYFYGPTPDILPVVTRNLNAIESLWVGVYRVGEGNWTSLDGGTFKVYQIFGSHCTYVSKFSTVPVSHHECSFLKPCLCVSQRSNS
Calpain2 inh – inhibitors of pig calpain II; purified calpain II, fluorogenic peptide substrate, 30 min; actives 0.37% (n = 220,000); inhibition, % at 16 µM; AID 1236;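 active = inhibition above about 50%, limit read from the data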
Tb hexokinase – blocks Trypanosoma brucei hexokinase 1 activity; recombinant TbHK1, G6PDH-coupled NADH A340; inhibition, % at 10 µM; actives 0.11% (n = 220,000); AID 1430;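 active = inhibition of 50% or more in the single-dose primary screen; inactive = inhibition below 50%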
TRPML3 ag – activates the human TRPML3 channel; Q8TDD5; HEK293 TRPML3-YFP, Fluo-8 calcium fluorescence; 100% = the carbachol control signal; activation, % at 3 µM; actives 0.29% (n = 220,000); AID 1448;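 active = activation above its plate's cutoff, the mean activation of the plate's test wells plus 3 SD, cut at about 12% in these data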;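 note: 0% = DMSO only wells and 100% = carbachol wells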
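Test system – HEK293 line with stable expression of human TRPML3-YFP channel · Control set – carbachol 87 µM final as high control (100%), DMSO as low control (0%) · Signal – Fluo-8 calcium dye fluorescence, ex 470-495, em 515-575 nm · Incubation – 1-h 37 °C dye load, 5-s basal, 120-s post-compound reads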
KCC2 mod – KCC2 (human) Cl- transport modulation; B-score of Tl+ flux slope (higher = more flux/activation; lower = inhibition) at 10 µM; actives 2.2% (n = 190,000); Q9H2X9; KCC2 cells, thallium flux FluoZin-2 fluorescence;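 active = thallium flux slope and its plate-corrected score both differing from the plate sample mean at a set confidence after two filtering rounds, in either direction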;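 note: slope of fluorescence scaled to starting intensity during 10 to 20 s after thallium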
PPC-1+TRAIL kill – PPC-1 cancer cell killing with TRAIL present. cell killing (% activity), % at 4 µM. actives 0.41% (n = 220,000). AID 1443. PPC-1 cells + TRAIL, ATPLite viability luminescence;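 active = cell killing above 50% in the first pass at 4 µM, then a duplicate retest at 5 µM averaging 50% or more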;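 note: plate controls were cells with TRAIL plus DMSO for no effect and medium-only wells lacking cells for full effect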
Numbers without * were called inactive; i = inactive; nt = no result given; [ ] = remark or other dose.

Every second line gives: Furin inhibitor | thrombin 1536 | TRPN1 ag | EBV gp42 block | Calpain2 inh | Tb hexokinase | TRPML3 ag | KCC2 mod | PPC-1+TRAIL kill
CC1=NN2C(=N)/C(=C\c3ccc(SCc4ccccc4)o3)C(=O)N=C2S1
    -8[20 µM] | 4 | 3.6 | 5 | -89 | 17 | 0.0 | 1.2 | 1
O=[N+]([O-])c1ccc(N2CCN(CCOCCO)CC2)c([N+](=O)[O-])c1
    -19 | -1 | -0.6 | -18 | -23 | -16 | 0.4 | 1.4 | -8
CCC(=O)NC(=S)NNC(=O)c1ccc(NC(=O)c2ccccc2)cc1
    -22 | -2 | -0.3 | -8 | 12 | 2 | 0.5 | -0.95 | 12
CCC1=Nc2cc(C(=O)NCc3ccco3)ccc2Sc2ccc(Cl)cc21
    -9 | -13 | -1.3 | 0 | -28 | 16 | -0.3 | 0.94 | -6
CNC(=O)COc1ccccc1C(=O)Nc1ccc2c(c1)oc1ccccc12
    -18[20 µM] | -1 | 4.0 | 12 | i | -2 | 1.0 | nt | 17
CC1=NN(CCC#N)C(=O)/C1=C/c1ccc(N(C)C)cc1
    -8 | 12 | -2.9 | -82 | 31 | -15 | -1.3 | 0.48 | 7
CCCS(=O)(=O)N1CCN(C(=O)c2cccs2)CC1
    -29[20 µM] | 0 | 1.1 | -5 | -46 | 0 | 0.6 | nt | 1
CC(=O)N1CCc2cc(S(=O)(=O)N3CCc4ccccc4C3)ccc21
    -17[20 µM] | -4 | -0.2 | -2 | -17 | -8 | 0.8 | nt | 30
CCn1c(C)nc2cc(C(=O)N/N=C/c3cccc(OC)c3O)ccc21
    -18 | 0 | 1.5 | 2 | -81 | -14 | 0.4 | -0.43 | 12
O=C(c1ccc2c(c1)OCO2)C1CCCN(Cc2cn[nH]c2-c2cccc(F)c2)C1 (stereo not drawn)
    -21 | -9 | -1.1 | 2 | -28 | -3 | 0.8 | 0.074 | -4
CCOc1ccc(C(=O)Nc2cccc(-c3cc4ccccc4oc3=O)c2)cc1[N+](=O)[O-]
    -10[20 µM] | -3 | 1.1 | 1 | -112 | -16 | -0.1 | 0.83 | 16
Cc1cc(N2CCCC2)nc(SCC(=O)c2ccccc2)n1
    -6[20 µM] | 0 | 0.7 | 4 | 25 | -1 | 0.4 | 2.1 | 13
CC1CC(NC(=O)N(C)C)N(C)C(=O)N1 (stereo not drawn)
    -15 | -5 | -2.0 | -4 | 26 | 2 | -0.2 | 0.33 | 40
NC(=O)NC1NC(=O)NC1=O (stereo not drawn)
    -20 | -4 | 0.5 | -7 | -15 | -2 | 0.9 | 0.4 | 0
O=C(COc1ccccc1C(=O)c1cnn(-c2ccccc2)c1)Nc1ccccc1
    -15 | -7 | 0.3 | 5 | 41 | -1 | 0.0 | 0.01 | 47
COc1ccc(C2C(C(=O)N3CC(C)CC(C)C3)c3ccccc3C(=O)N2C)cc1 (stereo not drawn)
    -12 | 0 | -0.5 | -18 | -31 | 22 | 0.8 | 0.019 | 0
CCOc1cccc(/C=N/NC(=S)Nc2cc(S(=O)(=O)N3CCOCC3)ccc2N2CCOCC2)c1O
    -15 | -6 | -0.8 | 1 | -98 | -23 | 0.5 | -0.015 | 17
COc1ccccc1C(=O)N/C(=C\c1ccc2c(c1)OCO2)C(=O)NCCc1nc2ccccc2[nH]1
    2 | -1 | -1.3 | -14 | 7 | -15 | 0.1 | -0.23 | 7
COc1cc(C(CC(=O)O)n2cnnn2)ccc1OC(C)C (stereo not drawn)
    -27 | 1 | 1.4 | -4 | -8 | 0 | 1.2 | -0.023 | 13
CCN(CC)S(=O)(=O)c1ccc(NC(=O)Nc2cccc(C(F)(F)F)c2)cc1
    -11[20 µM] | -6 | 10 | -12 | 29 | 22 | 3.3 | 0.53 | 2
O=C(COC(=O)C12CC3CC(CC(O)(C3)C1)C2)Nc1ccccc1OC(F)F
    -19 | -4 | 0.5 | -7 | 6 | -4 | 0.6 | 0.0074 | 14
C/C(=N\NC(=O)c1cccc(Cl)c1)C1C(=O)c2ccccc2C1=O
    -22 | -2 | 1.0 | -1 | -8 | -4 | -0.3 | -3.7* | 1
Cc1ccccc1-c1nn[nH]n1
    -6[20 µM] | 28 | 0.7 | -8 | 5 | -1 | 0.4 | nt | 10
CCC(C)NC(=O)c1cn(CC)c2ccc(S(=O)(=O)N(C)C)cc2c1=O (stereo not drawn)
    -12 | 11 | 2.0 | -11 | 11 | -19 | 1.2 | -0.11 | nt
CCc1oc(C(=O)OC)cc1CSC(=N)N
    -6 | 1 | 2.1 | -13 | 14 | -1 | -0.3 | -0.032 | -8
O=c1c(OC2OC(CO)C(O)C(O)C2OC2OC(CO)C(O)C(O)C2OC2OC(CO)C(O)C(O)C2O)c(-c2ccc(O)c(O)c2)oc2cc(O)cc(O)c12 (stereo not drawn)
    -13 | 4 | nt | -7 | -5 | -48 | nt | 0.06 | 7
CCn1c(SCC(=O)N/N=C/C=C\c2ccccc2[N+](=O)[O-])nc2ccccc21
    -19[20 µM] | 8 | -0.6 | -3 | 22 | -6 | -0.5 | nt | -7
Cc1ccc(OCC(=O)Nc2cccc(S(=O)(=O)N3CCCCCC3)c2)c([N+](=O)[O-])n1
    -17 | 2 | 1.4 | -3 | 32 | 6 | 2.1 | 0.53 | 20
Nc1ccc(Br)cc1C(=O)O
    -19 | -3 | 0.9 | -16 | -9 | 1 | 0.9 | -0.71 | 19
S=C1NCCOCCOCCOCCOCCN1
    -9[20 µM] | 1 | -2.5 | -16 | -15 | 25 | -0.4 | 0.39 | 28
COc1ccc(S(=O)(=O)N2CCCC2)cc1C(C)C
    -28 | 0 | -2.0 | 3 | -4 | -2 | 7.4 | -0.33 | 9
CCn1c(N2CCN(C(=O)C34CC5CC(CC(C5)C3)C4)CC2)nc2ccccc21
    -15 | -1 | 2.5 | -8 | -9 | 8 | 1.2 | nt | 9
Cc1ccc(CNC(=O)CNS(=O)(=O)c2cccc3nsnc23)cc1
    -18 | 4 | -0.8 | -12 | -9 | 2 | -0.1 | 0.81 | 10
Cc1nn2cc(-c3ccc(Cl)cc3)cnc2c1Cl
    -19 | -3 | -0.4 | -8 | -11 | -3 | 1.2 | 1.2 | -3
COc1ccccc1/C=C/C(=O)Nc1cccc(S(=O)(=O)NC2=NCCCCC2)c1
    -9 | -8 | 0.3 | -6 | -4 | -14 | 0.3 | -1.5 | 14
CC(C)[C@H](NC(=O)c1ccccc1Cl)C(=O)NC1CCCCCC1
    -2 | -2 | 0.5 | -2 | -23 | 0 | 0.2 | 1.1 | 24
CCOc1ccc(NC(=O)CCNS(=O)(=O)c2ccc3c(c2)CCC(=O)N3)cc1
    -29 | 1 | 0.4 | -2 | -8 | -1 | 0.4 | -0.031 | 17
COc1ccc(NC(=O)c2cc(Br)c(Br)s2)cn1
    -4 | -8 | 2.3 | 12 | 45 | 10 | 1.9 | -0.62 | 12
COC(=O)c1cc(NC(=O)CSc2nnc(N)s2)ccc1Cl
    -10 | -5 | 0.6 | -7 | 2 | 5 | 0.5 | -0.56 | 17
CCOC(=O)c1cnc(SCC(=O)Nc2ccc3c(c2)OCCO3)nc1N
    0 | 0 | 1.1 | -11 | -23 | 3 | 0.2 | nt | -4
Cc1cc(C(=O)COC(=O)Cn2cnc3c2c(=O)n(C)c(=O)n3C)c(C)n1C
    2 | 4 | 0.2 | -10 | 11 | -13 | -0.4 | 1.2 | 11
Cc1cc(C)cc(OCC(=O)NNC(=O)c2ccoc2C)c1
    -18[20 µM] | 2 | -0.4 | 0 | 1 | -1 | 0.3 | nt | 1
CN(Cc1cnn(C)c1)Cc1nc(Cc2ccccc2Cl)no1
    -16 | -4 | -0.4 | -2 | -21 | -5 | 0.6 | 1.7 | 23
O=S(=O)(NCc1ccccn1)c1ccc(Cl)s1
    -23 | 1 | -0.7 | -1 | -3 | 1 | -0.5 | 0.94 | 2
CCCc1cc(=O)n(-c2nc3ccccc3s2)[nH]1
    -19 | 2 | 3.5 | 69* | -18 | -8 | 0.5 | 0.54 | 5

A second format for part of the listing above:
SMILES	Furin inhibitor	thrombin 1536	TRPN1 ag	EBV gp42 block	Calpain2 inh	Tb hexokinase	TRPML3 ag	KCC2 mod	PPC-1+TRAIL kill
CCn1c(N2CCN(C(=O)C34CC5CC(CC(C5)C3)C4)CC2)nc2ccccc21	-15	-1	2.5	-8	-9	8	1.2	nt	9
Cc1ccc(CNC(=O)CNS(=O)(=O)c2cccc3nsnc23)cc1	-18	4	-0.8	-12	-9	2	-0.1	0.81	10
Cc1nn2cc(-c3ccc(Cl)cc3)cnc2c1Cl	-19	-3	-0.4	-8	-11	-3	1.2	1.2	-3
COc1ccccc1/C=C/C(=O)Nc1cccc(S(=O)(=O)NC2=NCCCCC2)c1	-9	-8	0.3	-6	-4	-14	0.3	-1.5	14
CC(C)[C@H](NC(=O)c1ccccc1Cl)C(=O)NC1CCCCCC1	-2	-2	0.5	-2	-23	0	0.2	1.1	24
CCOc1ccc(NC(=O)CCNS(=O)(=O)c2ccc3c(c2)CCC(=O)N3)cc1	-29	1	0.4	-2	-8	-1	0.4	-0.031	17
COc1ccc(NC(=O)c2cc(Br)c(Br)s2)cn1	-4	-8	2.3	12	45	10	1.9	-0.62	12
COC(=O)c1cc(NC(=O)CSc2nnc(N)s2)ccc1Cl	-10	-5	0.6	-7	2	5	0.5	-0.56	17
CCOC(=O)c1cnc(SCC(=O)Nc2ccc3c(c2)OCCO3)nc1N	0	0	1.1	-11	-23	3	0.2	nt	-4

Carrying on.
Every second line gives: Furin inhibitor | thrombin 1536 | TRPN1 ag | EBV gp42 block | Calpain2 inh | Tb hexokinase | TRPML3 ag | KCC2 mod | PPC-1+TRAIL kill
CC(=O)OCP(C)(=O)COC(C)=O
    -1 | -6 | -0.3 | -5 | -14 | 7 | 0.5 | -0.11 | 13
Cc1ccc2cc(CCNC(=O)c3cccc([N+](=O)[O-])c3)c(=O)[nH]c2c1
    -26 | -8 | -0.3 | -3 | 15 | -15 | 1.1 | -0.62 | 15
O=C(C1CCCO1)N1CCN(S(=O)(=O)c2cccc3nsnc23)CC1 (stereo not drawn)
    -5 | 4 | 1.6 | -2 | -17 | -6 | 0.6 | 1.1 | -2
NNc1nc(-c2ccccc2)cc(-c2ccccc2)n1
    -21 | 5 | 0.2 | -11 | -11 | -11 | 0.1 | nt | 1
COCCCN(C(=S)Nc1c(C)cc(C)cc1C)C(C)c1ccncc1 (stereo not drawn)
    -17 | 0 | 0.2 | -9 | -7 | -4 | 0.5 | -0.082 | 0
COc1ccc(N(CC(=O)O)S(=O)(=O)c2ccc(C)cc2)cc1Cl
    -26 | -7 | 0.1 | 6 | -21 | -6 | 0.5 | nt | 15
COc1cc(OC)c(C2C(C#N)=C(N)OC3=C2C(=O)CC(C)C3)cc1OC (stereo not drawn)
    -25 | 2 | -0.2 | 2 | -7 | -2 | -0.3 | nt | 6
Cc1cc(C)nc(N(C#N)Cc2cccc([N+](=O)[O-])c2)n1
    -13 | -1 | -2.0 | -11 | -5 | 0 | -0.9 | -0.37 | 1
COc1cc(/C=C(\NC(C)=O)C(=O)Nc2ccc(NC(C)=O)cc2)ccc1OC(C)=O
    -1 | -9 | 0.6 | -6 | 21 | 15 | 0.6 | 0.59 | 21
